Screening results deposited in PubChem BioAssay by several laboratories.
TNAP inh hiacc = TNAP (human) inhibition, high acceptor; purified TNAP, CDP-star luminescence, 1 M DEA; inhibition, % at 20 µM; 200,000 compounds, 0.03% hits; AID 1135;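 active means over 50% inhibition of tissue-nonspecific alkaline phosphatase at 20 µM in the single-dose screen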;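 further: plate controls were DMSO wells for no effect and EDTA-quenched wells as full inhibition for full effect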
Target sequence (P05186 whole entry, looked up): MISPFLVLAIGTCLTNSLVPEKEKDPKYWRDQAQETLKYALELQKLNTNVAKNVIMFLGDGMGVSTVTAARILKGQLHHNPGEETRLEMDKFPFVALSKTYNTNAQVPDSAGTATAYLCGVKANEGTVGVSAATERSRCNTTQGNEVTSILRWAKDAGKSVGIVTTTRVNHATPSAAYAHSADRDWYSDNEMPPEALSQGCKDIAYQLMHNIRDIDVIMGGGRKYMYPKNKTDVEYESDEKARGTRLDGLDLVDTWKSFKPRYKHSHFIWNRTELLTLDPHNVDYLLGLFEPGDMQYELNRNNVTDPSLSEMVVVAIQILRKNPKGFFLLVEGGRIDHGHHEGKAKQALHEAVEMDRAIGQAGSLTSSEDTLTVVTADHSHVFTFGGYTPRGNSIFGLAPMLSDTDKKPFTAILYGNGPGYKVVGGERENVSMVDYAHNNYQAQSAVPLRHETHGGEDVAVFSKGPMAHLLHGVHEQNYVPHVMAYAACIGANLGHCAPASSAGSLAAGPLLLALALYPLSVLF
bIAP act = increases bovine intestinal alkaline phosphatase activity. activation factor at 20 µM. purified bovine IAP, CDP-star luminescence, 30 min; stronger effect = higher value; fold of DMSO-control signal, blank-subtracted. 200,000 compounds, 0.17% hits;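 active means activation factor of 2 or more at 20 µM, a signal rise over negative controls twice the positive control's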
RAM network inh = blocks the yeast RAM network | 190,000 compounds, 1.8% hits | inhibition, % at 50 µM | S. cerevisiae dse1pr::URA3 reporter, 5-FOA growth OD615, 2 d; analog-sensitive cbk1-as2 kinase mutant strain;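 active means inhibition above a set limit, 3 SD over mean compound inhibition, cut at about 8.4% in these data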;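 further: 0% = DMSO-only wells with no growth and 100% = 10 µM 1-NA-PP1 full growth; inhibition rescues growth on 5-FOA so higher OD means more RAM inhibition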
L major viab = inhibitors of Leishmania major promastigote growth. Leishmania major promastigotes, resazurin fluorescence viability. inhibition, % at 10 µM. 200,000 compounds, 9% hits; in the data active means inhibition above about 50%;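 further: promastigotes grown with compound for 44 hours at 28 °C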
bIAP inh = intestinal alkaline phosphatase (bovine) inhibition; purified bovine IAP, CDP-star luminescence, 30 min; inhibition, % at 20 µM; 190,000 tested, under 10 active;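 active means over 50% inhibition of intestinal alkaline phosphatase at 20 µM in the single-dose screen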
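System: Purified bovine intestinal alkaline phosphatase (IAP) enzyme | Input: IAP diluted 1/65,000,000 in the well | Also added: CDP-star chemiluminescent phosphatase substrate, 30 µM final | Dosing: 20 µM single dose | Times: Enzyme reaction for 30 min at room temperature | Detection: Luminescence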
TNAP inh noacc = TNAP (human) inhibition, acceptor-free conditions; P05186; purified TNAP, CDP-star luminescence, 30 min; inhibition, % at 20 µM; 200,000 compounds, 0.26% hits; AID 1012;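 active means tissue-nonspecific alkaline phosphatase inhibition above about 50% at 20 µM in the single-dose screen, limit read from the data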;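 further: 0% = DMSO negative control and 100% = EDTA positive control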
FLuc inh counter = counter-screen for luciferase assay inhibitors: firefly luciferase inhibition | P08659 | ATPLite firefly luciferase biochemical luminescence, 10 min | inhibition, % at 10 µM | 200,000 compounds, 1.5% hits | AID 1006;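 active means inhibition above about 50% when tested at 10 µM, limit read from the data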
Target sequence (P08659 whole entry, looked up): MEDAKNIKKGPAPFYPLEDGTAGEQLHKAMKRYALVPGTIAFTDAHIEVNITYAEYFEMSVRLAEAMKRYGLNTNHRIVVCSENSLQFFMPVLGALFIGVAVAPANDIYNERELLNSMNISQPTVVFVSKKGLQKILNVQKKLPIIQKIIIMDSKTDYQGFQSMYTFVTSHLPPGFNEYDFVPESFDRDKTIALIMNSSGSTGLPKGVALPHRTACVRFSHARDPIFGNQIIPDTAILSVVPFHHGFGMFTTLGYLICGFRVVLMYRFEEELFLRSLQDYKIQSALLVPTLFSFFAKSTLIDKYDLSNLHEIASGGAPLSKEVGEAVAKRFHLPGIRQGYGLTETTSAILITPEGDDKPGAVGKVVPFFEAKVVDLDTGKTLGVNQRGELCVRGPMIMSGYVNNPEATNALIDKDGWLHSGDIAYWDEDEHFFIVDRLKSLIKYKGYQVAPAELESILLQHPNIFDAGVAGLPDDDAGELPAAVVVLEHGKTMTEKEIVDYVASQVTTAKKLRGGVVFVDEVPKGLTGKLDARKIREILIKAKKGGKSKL
APP transl inh = APP translation inhibition; SH-SY5Y APP 5'UTR-luciferase reporter, luminescence; inhibition, % at 2 µM; 190,000 compounds, 0.82% hits; AID 1285;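 active means inhibition above a set limit, derived from the sample mean plus 3 SD, cut at about 45% in these data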; further: values of inactives mirror those of a sister screen read the other way
TNAP act hi DEA = increases human TNAP activity under high phosphate acceptor concentration; purified TNAP, CDP-star luminescence, 1 M DEA, 30 min; stronger effect = higher value; 0 = EDTA background, 1 = DMSO-only activity; activation factor at 20 µM; 200,000 tested, under 10 active;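 active means activation factor at least 2 at 20 µM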
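Test system – human TNAP · Doses – 20 µM single point · Incubation – 30 min, room temperature · Signal – luminescent substrate turnover signal · Read-out basis – activation factor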
FLuc stim CS = affects firefly luciferase, flagging false hits in luciferase stimulation screens; P08659; ATPlite luciferase biochemical, luminescence, 10 min; 0 = ATP-free wells, 1 = DMSO control; activation factor at 10 µM; 200,000 tested, under 10 active;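 active means luciferase activation factor, scaled between plate controls, of at least 2 with compound at 10 µM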
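test system = cell-free luciferase reagent | medium = PBS as buffer for the ATP substrate | dosing = test compounds dosed from 2 mM stocks in 100% DMSO | incubation = 10 min at ambient temperature | detection = luminescence measurement of luciferase light output | benchmarks = low control with PBS replacing ATP, high control enzyme plus ATP without compound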
Starred values were filed as active, the others as inactive; / = not tested or not shown.

SMILES	TNAP inh hiacc	bIAP act	RAM network inh	L major viab	bIAP inh	TNAP inh noacc	FLuc inh counter	APP transl inh	TNAP act hi DEA	FLuc stim CS
O=C1CC(c2ccccc2)CC(O)=C1C=NC1CCCC1 (stereo not given)	0	0.9	1.0	0	6	-12	-2	20	1	1
c1ccc(CN2CCC(N=C3NN=C(c4ccc5c(c4)OCCO5)CS3)CC2)cc1	-6	1	-0.4	76*	2	-18	-2	-36	1.1	1
Cc1cc(C)n(-c2nc3ccccc3nc2Nc2ccc(CC(=O)O)cc2)n1	-1	0.9	-0.9	-4	8	-18	-5	10	1	1.1
CC(C)C(C(=O)Nc1ccc2c(c1)OCCOCCOCCOCCO2)N1C(=O)c2ccccc2C1=O (stereo not given)	0	1	-0.2	0	-2	-9	-2	13	1	1
O=C(CSc1nc2ccccc2c(=O)n1Cc1ccco1)c1ccc(F)cc1	-4	0.9	4.5	4	13	-8	-5	-5	1	1.1
Cc1cccc(NS(=O)(=O)c2cccs2)c1	-3	1	0.2	-2	2	-18	-6	-4	1	1.1
CC(C)CNC(=O)COC(=O)CCC(=O)c1cccs1	0	1	0.1	-2	-1	-8	-1	-7	1	1
O=C(/C=C/c1ccccc1)N1CCN(CCN2C(=O)c3cccc4cccc(c34)C2=O)CC1	2	0.9	-0.4	100*	7	-4	-4	4	1	1
COc1ccccc1N1CCN(S(=O)(=O)c2ccc3c4c(cccc24)C(=O)N3)CC1	-6	1	2.3	6	-1	-8	-5	-5	1.1	1
COc1ccc2cc(C3(C)NC(=O)N(CC(=O)Nc4c(C)n(C)n(-c5ccccc5)c4=O)C3=O)ccc2c1 (stereo not given)	-3	0.9	-1.0	-7	12	-6	0	17	1	1
O=C(Nc1nccs1)c1ccccc1N=Cc1ccccc1	1	1.1	-0.8	0	-8	-12	-3	-25	1	1
CCCc1cc2c(=O)c(-c3cscn3)c(C(=O)OCC)oc2cc1O	-4	1	1.7	-2	4	-6	3	1	1	1

Another view of part of the listing above.
> Cc1cccc(NS(=O)(=O)c2cccs2)c1
  TNAP inh hiacc = -3; bIAP act = 1; RAM network inh = 0.2; L major viab = -2; bIAP inh = 2; TNAP inh noacc = -18; FLuc inh counter = -6; APP transl inh = -4; TNAP act hi DEA = 1; FLuc stim CS = 1.1

> CC(C)CNC(=O)COC(=O)CCC(=O)c1cccs1
  TNAP inh hiacc = 0; bIAP act = 1; RAM network inh = 0.1; L major viab = -2; bIAP inh = -1; TNAP inh noacc = -8; FLuc inh counter = -1; APP transl inh = -7; TNAP act hi DEA = 1; FLuc stim CS = 1

> O=C(/C=C/c1ccccc1)N1CCN(CCN2C(=O)c3cccc4cccc(c34)C2=O)CC1
  TNAP inh hiacc = 2; bIAP act = 0.9; RAM network inh = -0.4; L major viab = 100*; bIAP inh = 7; TNAP inh noacc = -4; FLuc inh counter = -4; APP transl inh = 4; TNAP act hi DEA = 1; FLuc stim CS = 1

> COc1ccccc1N1CCN(S(=O)(=O)c2ccc3c4c(cccc24)C(=O)N3)CC1
  TNAP inh hiacc = -6; bIAP act = 1; RAM network inh = 2.3; L major viab = 6; bIAP inh = -1; TNAP inh noacc = -8; FLuc inh counter = -5; APP transl inh = -5; TNAP act hi DEA = 1.1; FLuc stim CS = 1

More compounds
SMILES	TNAP inh hiacc	bIAP act	RAM network inh	L major viab	bIAP inh	TNAP inh noacc	FLuc inh counter	APP transl inh	TNAP act hi DEA	FLuc stim CS
CC(=O)c1c(C)[nH]c(C(=O)COC(=O)C2CC2)c1C	1	1.1	0.9	-4	-9	4	-4	-18	1	1
O=[n+]1c2c(n([O-])c3cc(F)c(N4CCCC4)cc31)CCCC2	13	0.7	3.2	2	28	16	-2	-8	0.9	1
COc1ccc(/C=C/c2c([N+](=O)[O-])c(=O)n(C)c(=O)n2C)c(OC)c1OC	-4	1.3	3.4	49	-26	-7	5	11	1	0.9
Cc1cc(C)cc(OCC(=O)OCC(=O)NCc2cccs2)c1	-1	1	-0.6	0	3	-12	2	24	1	1
Cc1ccc(-n2c(C)n[nH]c2=S)cc1	-3	0.9	0.0	36	6	-10	-3	-14	1	1
CCN(CC)c1ccc(/C=N/NC(=O)Cc2cccs2)cc1	-2	0.3	0.5	13	/	-9	-2	-15	1	1
CCSc1nnc(-c2ccccc2SC)o1	1	1	0.7	-4	-2	-2	4	-4	1	1
Clc1ccc(Cn2ccc(-c3ccc4c(c3)OCO4)n2)cc1Cl	1	0.7	1.7	-4	34	0	1	1	1	1
O=C(Nc1ccccc1N1CCCC1)c1ccco1	-5	0.8	1.0	0	21	-10	-7	3	1	1.1
O=C(Cn1cnc2ccccc2c1=O)c1ccccc1	3	1	-1.2	-3	4	1	-2	14	1	1
Cc1ccc(/C=C/C(=O)NCc2ccco2)o1	-2	1.5	0.7	-6	-45	-2	-1	-3	1	1
COCCCn1c(N)c(-c2nc3ccccc3n2C)c2nc3ccccc3nc21	3	1	-1.0	37	-1	-42	-4	12	1	1
O=C1CCc2nc3ccccc3c(=O)n2N1	-1	1.1	1.1	-3	-9	-12	-4	-2	1	1
O=C(Cc1ccccc1F)Nc1ccc(Cl)nc1	-4	1.1	2.1	-2	-9	-9	2	-2	1	1
COc1ccc(CCNC(=O)CSc2ccccn2)cc1OC	0	0.9	1.8	7	12	-10	-1	-8	1	1
Cc1ccc(/C=N/c2sc3c(c2C#N)CCC3)s1	4	0.8	4.6	-9	17	-1	72*	-86	1	0.3
CCc1nnc(NC(=O)c2ccc3c(c2)C(=O)N(CC(C)C)C3=O)s1	0	1	3.3	-8	2	-4	12	-3	1	0.9
Fc1ccccc1/C=N/Nc1nc(N2CCCCC2)nc(N2CCCCC2)n1	1	1	0.5	36	-4	1	-2	16	1	1
CC(C)Oc1ccc(/C=N/NC(=O)C(CSCc2ccccc2)NC(=O)c2ccc([N+](=O)[O-])cc2)cc1 (stereo not given)	-3	0.9	2.6	35	6	-7	-5	-11	1	1.1
CCN(Cc1ccccc1)C(=O)c1c[nH]c2ccc(S(=O)(=O)N(C)CCC#N)cc2c1=O	-3	0.9	1.7	-7	11	-10	-5	-10	1	1.1
CCOC(=O)CC(N)c1ccc(OC)cc1 (stereo not given)	0	0.9	2.2	-5	14	-9	-8	3	1	1.1
CCOC(=O)c1c(N)sc(C(=O)N2CCCC2)c1C	-2	0.9	2.1	-1	11	-5	1	18	1	1
Cc1ccccc1NC(=S)NNC(=O)c1ccncc1	-9	1.2	-0.5	-5	-23	-42	-8	-4	1.1	1.1
CCOC(=O)c1ccc(NC(=O)c2nccnc2C(=O)O)cc1	-8	1	0.7	-4	-5	-9	0	-14	1.1	1
COc1ccc(Nc2nnc(SCC(=O)/C=C3/N(C)c4ccccc4C3(C)C)s2)cc1	-6	0.8	7.1	96*	24	-13	0	2	1.1	1
COC(=O)c1ccc(Cl)c(NC(=O)CN(c2ccc(OC)c(OC)c2)S(C)(=O)=O)c1	-2	0.9	4.8	43	8	-6	-7	-11	1	1.1
Cc1ccc(-n2nnnc2SCCNS(=O)(=O)c2ccccc2)cc1C	-4	0.5	9.9*	30	/	-12	-6	-13	1	1.1
Cc1cc2occ(CC(=O)Nc3nnc(C4CC4)s3)c2cc1C	-2	1	2.8	-4	4	-6	-4	-29	1	1
CCOc1ccc2nc(SCC)[nH]c2c1	-6	1.1	1.1	8	-7	-13	28	-16	1.1	0.7
Nc1ccc2oc3ncccc3c(=O)c2c1	-4	0.9	0.8	-1	14	-11	-3	-10	1	1
Cc1cc(NC(=O)CSc2nnc3c(C)cc4cc(C)c(C)cc4n23)no1	-3	0.9	0.7	3	12	-4	-4	-12	1	1
O=c1[nH]c(NCCCO)nc2c1C1(CCCC1)Cc1ccccc1-2	-3	1	-0.5	-3	4	-5	-6	6	1	1.1
O=C(O)c1ccc2c(c1)C(=O)/C(=C/c1ccccc1)C2=O	4	1	-1.7	-4	-4	5	-3	12	1	1
CC1=CC(C)(C)N(C(=O)C(C)N2C(=O)c3ccccc3C2=O)c2ccc(C)cc21 (stereo not given)	-9	0.9	1.0	5	5	-1	-9	7	1.1	1.1
CC(=O)OCC(=O)C1=CCC2C3CCC4=CC(=O)C=CC4(C)C3(F)C(OC(C)=O)CC12C (stereo not given)	-3	1	1.5	11	2	-8	-6	-15	1	1.1
CC(C)(C)C1CCc2[nH]nc(C(=O)O)c2C1 (stereo not given)	-4	0.7	0.9	0	29	-20	-4	7	1	1
COc1cccc(-c2ncc3ccccn23)c1	-2	1	0.9	0	-1	-14	46	-76	1	0.5
CCCCCC(=O)Nc1c(-c2cccs2)c(=O)c2ccccc2n1C	-5	1	1.3	-3	2	-2	2	0	1.1	1
CNCC(=O)N1CCN(c2ncc(C(F)(F)F)cc2Cl)CC1	-6	1	0.9	71*	3	-12	-2	-8	1.1	1
O=C(CSc1n[nH]c(-c2ccccc2Cl)n1)NCc1cccc(C(=O)O)c1	0	0.9	3.8	-9	11	93*	-3	-21	1	1
NNC(=O)CSc1cccc2cccnc12	1	1	1.2	-7	-4	-4	-1	-40	1	1
CCNc1nc(-c2cc3ccccc3o2)cs1	-5	0.9	2.1	-3	9	-11	65*	-188	1.1	0.4
N#CCCN1CCN(S(=O)(=O)c2ccc(S(=O)(=O)NC3CCCCC3)cc2)CC1	-1	0.9	1.2	-5	9	-10	-4	5	1	1
COc1ccc(-c2nc3c(n2O)CCCC3=O)cc1OC	-6	1	0.4	9	2	-13	-5	-5	1.1	1.1
Cc1ccc2cccnc2c1N	-1	1.1	2.4	-5	-14	-8	-3	27	1	1
CC1=CCC(C(=O)N/N=C/c2cccs2)C(c2ccc(F)cc2)C1 (stereo not given)	-5	0.9	-0.3	41	7	-5	-5	-12	1.1	1
Cn1c(=O)oc2cc(S(=O)(=O)N3CCCC(C(=O)NCc4ccc5c(c4)OCO5)C3)ccc21 (stereo not given)	-10	1	3.3	-1	-2	12	-8	6	1.1	1.1
Cc1cc(=O)[nH]c(-n2[nH]c3c(c2=O)CCCC3)n1	0	1.5	0.8	10	-49	-69	4	10	1	1
CC(c1ccccc1)N1CCC(CNC(=S)Nc2cccc(Cl)c2)C1 (stereo not given)	-4	1.1	0.2	95*	-7	-25	-3	-16	1	1
CC(C)(C)n1ncc2c(=O)n(CC(=O)N3CCCCCC3)cnc21	0	1	0.4	-3	2	-7	-2	-9	1	1
Cc1ccc(NC(=O)CN2C(=O)COc3ccc(C)cc32)nc1	-5	0.9	2.2	-6	10	-9	-7	0	1.1	1.1
COc1ccc(/C=N/NC(=O)Cc2csc(Nc3cccc(C(F)(F)F)c3)n2)c(OC)c1	-1	0.9	0.9	8	10	-8	-8	9	1	1.1
CC(=O)OC(C(=O)NCc1ccc(F)cc1)c1ccccn1 (stereo not given)	8	1	0.3	-3	0	0	5	3	0.9	1
C/C(=N\N1CCN(c2ccc(Cl)cc2)CC1)c1cccc([N+](=O)[O-])c1	2	1	0.2	-2	4	-6	0	1	1	1
CCC(c1nnnn1CS(=O)(=O)c1ccc(C)cc1)N1CCN(c2nc3ccccc3s2)CC1 (stereo not given)	-4	0.9	2.7	98*	5	-5	-6	-1	1	1.1
Cn1c(=O)cc(OCC(=O)NCc2ccccn2)c2ccccc21	1	0.9	3.1	1	8	-6	3	-8	1	1
COc1ccc(C2C(C#N)=C(N)OC3=C2C(=O)CCC3)cc1OC (stereo not given)	-2	1	1.4	-4	1	-8	-8	0	1	1.1
